SIAE inh: blocks human sialic acid acetylesterase. SIAE FP-Rh probe binding, fluorescence polarization. inhibition, % at 9.66 µM. hit rate 0.69% among 370,000. AID 1053197;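 active = inhibition above a cutoff: mean of compounds within the control limits plus 3 SD of those, cut at about 17% in these data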;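 also: 0% = plate median of compound wells and 100% = probe without SIAE protein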
NPR2 activator: GC-B (human) receptor activation. P20594. HEK293-GC-B cells, CNP EC30, cGMP TR-FRET; 0% at EC30 CNP, 100% saturating CNP. AID 1920062. hit rate 0.11% among 370,000. activation, % at 10 µM;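 active = activation at 10 µM reaching about 35% in either raw or pattern-adjusted values, limit read from the data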
PRMT1 FP inh: inhibitors of human PRMT1; inhibition, % at 2.79 µM; AID 652257; recombinant PRMT1, activity-based probe fluorescence polarization; Q99873; hit rate 1.3% among 370,000;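 active = inhibition above about 21% made by adding two undisclosed values, limit read from the data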
LEDGF integ inh: blocks HIV-1 LEDGF/p75-dependent DNA integration; TR-FRET IN-LEDGF/p75 DNA integration, Eu/Cy5; inhibition, % at 3.7 µM; hit rate 0.64% among 370,000; AID 743269;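 active = inhibition above the screen-wide mean plus 3 SD, cut at about 13% in these data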;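 also: signal is the Cy5 over europium emission ratio at 671 and 618 nm; 0% = plate median of compound wells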
TDP2 absorb: blocks human TDP2 phosphodiesterase activity. recombinant TDP2, T5PNP hydrolysis, p-nitrophenol absorbance 415 nm. AID 720702. hit rate 0.34% among 370,000. inhibition, % at 12.8 µM;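 active = inhibition above the mean of all tested compounds plus 3 SD, set per campaign, cut at about 25% in these data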;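 also: 0% = DMSO with enzyme and 100% = buffer with substrate but no TDP2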
Target sequence (O95551 whole entry, looked up): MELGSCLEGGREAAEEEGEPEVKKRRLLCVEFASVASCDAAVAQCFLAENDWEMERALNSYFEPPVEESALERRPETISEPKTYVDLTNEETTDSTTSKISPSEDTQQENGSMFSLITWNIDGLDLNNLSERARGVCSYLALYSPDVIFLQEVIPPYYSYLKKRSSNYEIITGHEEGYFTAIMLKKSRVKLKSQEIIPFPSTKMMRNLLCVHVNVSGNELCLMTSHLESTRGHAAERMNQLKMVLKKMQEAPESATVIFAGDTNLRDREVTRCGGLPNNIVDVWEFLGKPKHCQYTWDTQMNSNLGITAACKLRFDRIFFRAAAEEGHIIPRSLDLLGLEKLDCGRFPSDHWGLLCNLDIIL
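Read-out basis: percent inhibition. System: recombinant human TDP2. Buffer or medium: Mg2+-containing Tris-HCl buffer, pH 7.5. Repeats: single replicate. Timing: reaction 2 h, 37 °C. Benchmarks: high control without enzyme, low control DMSO plus TDP2. Probe or stimulus: 5 mM T5PNP. Doses: 12.8 µM only. Measured by: epi absorbance of p-nitrophenol freed from T5PNP by hydrolysis.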
MBD2 inh: inhibitors of human MBD2 binding to methylated oligonucleotide; TR-FRET; inhibition, % at 4.4 µM; hit rate 0.31% among 370,000; AID 686964; in the data active = inhibition above about 13%
HTRA1 inhibitor: inhibitors of human serine peptidase HTRA1. AID 504803. inhibition, % at 5.96 µM. recombinant HTRA1, FP-rhodamine activity-based probe, fluorescence polarization. hit rate 0.5% among 340,000. Q92743; in the data active = inhibition above about 36%;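 also: 0% = enzyme with DMSO and 100% = wells lacking enzyme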
Target sequence (Q92743 whole entry, looked up): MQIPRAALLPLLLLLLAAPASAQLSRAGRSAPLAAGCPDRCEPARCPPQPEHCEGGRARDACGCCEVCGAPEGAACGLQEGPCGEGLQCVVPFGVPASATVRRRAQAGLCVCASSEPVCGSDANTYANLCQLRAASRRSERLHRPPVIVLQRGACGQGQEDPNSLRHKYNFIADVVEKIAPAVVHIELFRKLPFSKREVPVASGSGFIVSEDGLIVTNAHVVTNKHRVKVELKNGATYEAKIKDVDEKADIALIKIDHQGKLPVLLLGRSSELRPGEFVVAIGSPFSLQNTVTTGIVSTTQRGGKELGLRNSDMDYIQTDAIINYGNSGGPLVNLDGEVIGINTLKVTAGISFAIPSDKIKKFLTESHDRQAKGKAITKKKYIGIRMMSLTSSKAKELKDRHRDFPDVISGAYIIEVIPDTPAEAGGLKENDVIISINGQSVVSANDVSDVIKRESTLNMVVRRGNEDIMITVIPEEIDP
TCR CD3 inh: blocks the human TCR-CD3 interaction. TAMRA-labeled TCR probe fluorescence, biochemical. inhibition, % at 9.4 µM. hit rate 0.37% among 360,000; in the data active = inhibition above about 19%;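 also: recombinant mutant TCR 2C K166C tagged with TAMRA read by polarization; 0% = receptor in buffer alone and 100% = receptor with positive control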
rCAG binder: binds r(CAG) RNA repeats. r(CAG) RNA repeat, TO-PRO-1 dye displacement fluorescence. inhibition, % at 3 µM. hit rate 1.3% among 370,000. AID 651821;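 active = inhibition above the plate cutoff, the mean of all test compounds on that plate plus 3 SD, cut at about 35% in these data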;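 also: 0% = DMSO alone and 100% = 100 µM mitoxantrone as full dye displacement; higher means more dye released from RNA so lower well fluorescence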
ABHD4 inh: inhibits mouse alpha/beta hydrolase domain 4; hit rate 0.54% among 370,000; purified mABHD4, FP-Rh probe fluorescence polarization; inhibition, % at 8.92 µM; AID 720543;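 active = inhibition exceeding the mean over every tested compound plus 3 SD, cut at about 30% in these data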;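 also: 0% = plate median of compound wells and 100% = S159A mutant with DMSO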
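Assay system: Wild-type mouse ABHD4 protein | Medium: HEPES pH 7.0 buffer, 150 mM NaCl, 0.01% Pluronic F-127 | Incubation: Enzyme–compound pre-incubation 45 min, then probe 60 min, both 25 °C | Technique: Fluorescence polarization with parallel and perpendicular emission, 525/598 nm | Evaluation: % inhibition of FP-Rh probe binding versus controls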
* marks the source's active call; other numbers are inactive results; . = not tested or not shown. These rows are one share of the data; the hit share may differ from the screen's.

Short keys: A = SIAE inh; B = NPR2 activator; C = PRMT1 FP inh; D = LEDGF integ inh; E = TDP2 absorb; F = MBD2 inh; G = HTRA1 inhibitor; H = TCR CD3 inh; I = rCAG binder; J = ABHD4 inh
O=C(Cc1ccc(NC(=O)C2CCCN(C(=O)c3ccccc3)C2)cc1)Nc1ccc(C(=O)N2CCOCC2)cc1 (centres undefined)
  A = -13	B = 0	C = -5	D = 4	E = -20	F = -1	G = 4	H = 3	I = 2	J = -8
CN1/C(=C\C=C2/SC(=S)NC2=O)C(C)(C)c2ccccc21
  A = -325	B = -5	C = -4	D = -1	E = 2	F = -17	G = -270	H = -130	I = -457	J = -253
O=C(Nc1nc2ccc(F)cc2s1)C1=NN(c2ccccc2)C(=O)CC1
  A = 3	B = -12	C = 0	D = 2	E = 8	F = 4	G = -12	H = -2	I = 7	J = -5
CCOC(=O)C1(Cc2cccc(OC)c2)CCCN(C(=O)c2ccc(OC)o2)C1 (centres undefined)
  A = 1	B = -3	C = -1	D = 1	E = 6	F = 0	G = -1	H = 3	I = -3	J = -1
COc1ccccc1CCC(=O)NC1CCCN(c2ccc(C(F)(F)F)cn2)C1 (centres undefined)
  A = -4	B = -6	C = 1	D = -2	E = 5	F = -7	G = -7	H = 9	I = -4	J = 5
COc1cc(/C=C/C(=O)OCC(=O)N2CC3(C)CC2CC(C)(C)C3)ccc1O (centres undefined)
  A = 10	B = 4	C = 0	D = -1	E = 2	F = 0	G = 5	H = 7	I = -5	J = 4
CCc1ccc(NC(=O)CN2C(=O)CSC2=O)cc1
  A = 5	B = -1	C = -2	D = 2	E = 4	F = 8	G = -3	H = -3	I = 5	J = -15
Cc1ccc(C)c(OCC(=O)NNC(=O)C2CC2)c1
  A = -1	B = 1	C = -5	D = 3	E = -3	F = -4	G = 1	H = 8	I = 2	J = -6
COc1ccc(C(=O)C2CCCN(Cc3cc(Cl)ccc3O)C2)c(OC)c1 (centres undefined)
  A = -7	B = -14	C = -1	D = 2	E = -13	F = -1	G = -15	H = 2	I = 2	J = 5
CCc1nnc(NC(=O)CCC(=O)N2CCCC2)s1
  A = 0	B = 4	C = 0	D = 4	E = 2	F = 4	G = 1	H = -4	I = 1	J = -4
Nc1nonc1-n1nnc(C(=O)N/N=C/c2ccccc2Br)c1CN1CCCC1
  A = -1	B = -3	C = 7	D = -4	E = -18	F = 1	G = -4	H = 5	I = 5	J = -8
CCOc1ccc(NC(=S)NNc2ccnc3cc(Cl)ccc23)cc1
  A = 11	B = -5	C = 9	D = 2	E = -9	F = -1	G = 14	H = -5	I = 15	J = 9
CCS(=O)(=O)N1CCC(C(=O)Nc2cccc(C(C)=O)c2)CC1
  A = 7	B = -3	C = -1	D = 0	E = -9	F = 5	G = 1	H = 4	I = 1	J = 1
COc1ccc(C2C(C(=O)c3ccc(C)o3)=C(O)C(=O)N2Cc2cccnc2)cc1OC (centres undefined)
  A = 10	B = 3	C = -4	D = 3	E = 4	F = -8	G = 6	H = -4	I = 1	J = -6
CCn1c(=O)c(C(=O)CN2CCCc3ccccc32)c(N)n(Cc2ccccc2)c1=O
  A = -2	B = 4	C = 2	D = -1	E = -11	F = 0	G = 7	H = -3	I = -6	J = -7
O=c1c2c(nc3n1CCCCC3)sc1c(O)c(Br)ccc12
  A = 6	B = -5	C = -1	D = -2	E = 10	F = 2	G = 0	H = -3	I = 12	J = -5
CN(C)Cc1cc(C(C)(C)c2ccccc2)ccc1O
  A = -2	B = -16	C = -2	D = 4	E = 10	F = -2	G = 8	H = -1	I = 3	J = 1
Cc1cc(N2CCOCC2)n2cc(-c3ccccc3)nc2n1
  A = 1	B = 2	C = -2	D = -2	E = 3	F = -1	G = 1	H = 4	I = -1	J = -2
Cc1c(NC(=O)CN2C(=O)NC3(CCCCC3C)C2=O)cccc1[N+](=O)[O-] (centres undefined)
  A = -3	B = 1	C = 3	D = 0	E = 4	F = -3	G = -2	H = 0	I = 1	J = 6
CCCCN(C(=O)c1cnc2n(c1=O)CCS2)c1ccccc1
  A = -5	B = 2	C = 0	D = -4	E = 2	F = 0	G = 2	H = -9	I = -1	J = -7
O=C1CC(Sc2nnnn2-c2ccccc2)C(=O)N1c1cccc(Cl)c1 (centres undefined)
  A = -4	B = 36*	C = 74*	D = -3	E = -6	F = -2	G = -2	H = -4	I = 7	J = 2
CC(C)Cn1cnc2c(SCCc3ccccc3)nc(N)nc21
  A = -3	B = 8	C = 8	D = 5	E = -16	F = 7	G = -7	H = -1	I = 0	J = -10
CN1CCN(CCC(=O)N/N=C/C=C2\N(C)c3ccccc3C2(C)C)CC1
  A = 7	B = -1	C = -1	D = -3	E = -4	F = -4	G = -3	H = 0	I = -7	J = -5
CC(C)(C)C(=O)Cn1c(NCCO)nc2ccccc21
  A = 4	B = 8	C = 0	D = -5	E = 4	F = 5	G = 0	H = -1	I = 0	J = -2
CCOC(=O)CN1C(=O)Nc2ccc(Br)cc2C1c1ccccc1 (centres undefined)
  A = -8	B = -16	C = -2	D = 1	E = -3	F = -1	G = -5	H = 7	I = -6	J = 0
O=C(CC[C@H]1O[C@@H](n2ccc(=O)[nH]c2=O)[C@H](O)[C@@H]1O)N[C@H](Cc1ccccc1)C(=O)NCc1cccs1
  A = -5	B = -3	C = -2	D = 4	E = -6	F = -2	G = .	H = 3	I = 3	J = 1
O=C(CCNS(=O)(=O)c1cccc2nsnc12)NCc1ccccc1
  A = -5	B = 3	C = 6	D = -8	E = -14	F = 1	G = 6	H = -9	I = 3	J = 4
CCCC(=O)Nc1sc(C)c(C)c1C(=O)Nc1cccc(C)c1
  A = 4	B = -4	C = -3	D = 1	E = 3	F = -3	G = -3	H = 3	I = -3	J = -1
CCN(CC)S(=O)(=O)c1ccc(N2CCOCC2)c(NS(=O)(=O)c2cccs2)c1
  A = -1	B = 2	C = -3	D = 3	E = -7	F = 0	G = 0	H = 2	I = 9	J = -1
Cn1cc(SCC(=O)O)c2ccccc21
  A = -3	B = 6	C = 0	D = 1	E = -5	F = 1	G = -5	H = -2	I = 0	J = -4
CC(CCc1ccccc1)NC(=O)COC(=O)c1cccs1 (centres undefined)
  A = -2	B = 0	C = -1	D = -5	E = -12	F = -5	G = -6	H = 0	I = -7	J = 3
COc1ccc(C2CC(c3ccc(C(F)(F)F)cc3)=NN2c2ccc(S(N)(=O)=O)cc2)cc1 (centres undefined)
  A = 0	B = 3	C = 5	D = 0	E = -3	F = 8	G = -28	H = -3	I = 7	J = -27
CC(CCc1ccccc1)NC(=O)c1ccc(Br)o1 (centres undefined)
  A = -2	B = -13	C = -1	D = -2	E = -3	F = 6	G = -2	H = 0	I = -2	J = 7
Cc1cccc(-n2c(N)cc(=O)nc2SCC(=O)Nc2nnc(C)s2)c1
  A = 2	B = 1	C = -2	D = 1	E = -11	F = 5	G = 9	H = 0	I = 0	J = 2
CC12CCC(C/C1=N\N=C1\NC(=O)/C(=C\c3cccc(Br)c3)S1)C2(C)C (centres undefined)
  A = -6	B = -1	C = -1	D = -3	E = 7	F = -2	G = -76	H = -10	I = 50*	J = -14
CCc1nc2ccccc2n1CC(C)C(=O)O (centres undefined)
  A = 3	B = 6	C = -4	D = 1	E = 7	F = 1	G = -1	H = 0	I = -1	J = -1
Fc1ccc(-c2cc(C(F)(F)F)nc(N3CCCCC3)n2)cc1
  A = -3	B = -4	C = -2	D = 5	E = -11	F = 1	G = 4	H = -15	I = 5	J = 0
C=CCN1C(=O)[C@@H](CC(=O)NCc2cccc3ccccc23)[C@]2(C(=O)OC)CCCCC=C12
  A = -1	B = -8	C = 2	D = 1	E = 3	F = 2	G = .	H = .	I = 2	J = -3
COc1ccc(CNC(=O)CN2C(=O)NC(c3ccccc3)(c3ccccc3)C2=O)cc1OC
  A = -4	B = -2	C = 2	D = -1	E = 12	F = -2	G = -10	H = -9	I = 3	J = 0
CC(=O)N1CCN(CC(O)COc2ccc(S(=O)(=O)N3CCOCC3)cc2)CC1 (centres undefined)
  A = 4	B = 8	C = 2	D = -1	E = 5	F = 2	G = 2	H = 4	I = 3	J = 8
CN(C)/C=C/c1[nH]c(=O)[nH]c(=O)c1[N+](=O)[O-]
  A = 1	B = 3	C = 0	D = -1	E = -3	F = -9	G = 9	H = 4	I = 1	J = 3
Cc1cc(F)ccc1S(=O)(=O)Nc1ccccc1C(=O)Nc1ccc2[nH]c(=O)[nH]c2c1
  A = 4	B = 8	C = 1	D = 2	E = 7	F = 1	G = -3	H = -3	I = 61*	J = 23
CC(C)c1ccc(/C=N/NC(=O)C2CCCC2)cc1
  A = 1	B = 2	C = -1	D = -1	E = -7	F = 7	G = -3	H = -9	I = -8	J = 1
O=C(Nc1ccccc1)Nc1nnc(-c2ccccc2)o1
  A = 0	B = 2	C = -2	D = 0	E = 0	F = -3	G = 1	H = -5	I = 1	J = 2
COC(=O)c1ccc(COC(=O)C2CCN(S(=O)(=O)c3c(C)cc(C)cc3C)CC2)o1
  A = 6	B = 7	C = -5	D = -2	E = -14	F = -2	G = -13	H = -8	I = 3	J = 9
N#Cc1ccc(CN2CCN(C(=O)c3cccc(S(=O)(=O)N4CCCCCC4)c3)CC2)cc1
  A = 9	B = 2	C = 3	D = 2	E = 1	F = -6	G = -1	H = 4	I = 0	J = 4
CN1c2ccccc2Oc2nnc(Cl)cc21
  A = 3	B = -1	C = -2	D = -5	E = -5	F = -3	G = 1	H = 9	I = 3	J = 2

A draw from above in order of number of heavy atoms, falling.
Short keys: A = SIAE inh; B = NPR2 activator; C = PRMT1 FP inh; D = LEDGF integ inh; E = TDP2 absorb; F = MBD2 inh; G = HTRA1 inhibitor; H = TCR CD3 inh; I = rCAG binder; J = ABHD4 inh
N#Cc1ccc(CN2CCN(C(=O)c3cccc(S(=O)(=O)N4CCCCCC4)c3)CC2)cc1
  A = 9	B = 2	C = 3	D = 2	E = 1	F = -6	G = -1	H = 4	I = 0	J = 4
COC(=O)c1ccc(COC(=O)C2CCN(S(=O)(=O)c3c(C)cc(C)cc3C)CC2)o1
  A = 6	B = 7	C = -5	D = -2	E = -14	F = -2	G = -13	H = -8	I = 3	J = 9
O=C(Nc1ccccc1)Nc1nnc(-c2ccccc2)o1
  A = 0	B = 2	C = -2	D = 0	E = 0	F = -3	G = 1	H = -5	I = 1	J = 2
